Screens as filed in PubChem.
mcGAS inh = mouse cGAS inhibition by luminescence; 0.15% of 160,000 active; Q8C6L5; recombinant cGAS, Kinase-Glo ATP depletion luminescence; inhibition, % at 12.5 µM;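 note: 0% = negative control wells and 100% = reference inhibitor with no enzyme activity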
NPYLR7 agonist = activates Aedes aegypti NPYLR7 receptor; activation, % at 10 µM; HEK293T NPYLR7/Galpha15, GCaMP6s calcium fluorescence; AID 1259423; 0.15% of 270,000 active; in the data active = activation above about 40%;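 note: 0% = vehicle and 100% = reference agonist at the receptor; some compounds past the cut are filed as inactive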
hcGAS lum = inhibitors of human cGAS | Q8N884 | recombinant h-cGAS, ATP depletion, Kinase-Glo luminescence | inhibition, % at 12.5 µM | 0.081% of 290,000 active | AID 1259398;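 note: 0% = vehicle reaction and 100% = reaction without DNA for no activity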
Target sequence (Q8N884 whole entry, looked up): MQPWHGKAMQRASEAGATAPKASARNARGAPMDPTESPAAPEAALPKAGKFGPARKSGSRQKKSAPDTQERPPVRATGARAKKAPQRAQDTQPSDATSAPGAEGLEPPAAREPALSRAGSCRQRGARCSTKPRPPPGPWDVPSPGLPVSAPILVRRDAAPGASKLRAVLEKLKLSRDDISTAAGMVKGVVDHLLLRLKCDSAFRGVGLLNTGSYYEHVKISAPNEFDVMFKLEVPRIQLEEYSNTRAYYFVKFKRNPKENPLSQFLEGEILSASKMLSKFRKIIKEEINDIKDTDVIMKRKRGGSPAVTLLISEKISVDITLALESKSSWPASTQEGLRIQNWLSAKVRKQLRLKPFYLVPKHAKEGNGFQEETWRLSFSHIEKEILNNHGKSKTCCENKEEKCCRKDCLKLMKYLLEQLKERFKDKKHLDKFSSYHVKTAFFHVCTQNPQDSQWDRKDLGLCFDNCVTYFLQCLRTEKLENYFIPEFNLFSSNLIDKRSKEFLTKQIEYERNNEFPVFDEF
An asterisk follows results filed as active; . = no result given; & = joins results of further samples. Cut-off read from the data, not from the text of the source, unless noted: active = inhibition above about 40%; inactive = the rest.

mol,mcGAS inh,NPYLR7 agonist,hcGAS lum
CCCc1nc(N2CCCN(C(=O)c3ccc(F)cc3)CC2)c2c(-c3ccccc3)noc2n1,-3.3,6.9,-5.5
CN(CCN1CCc2ccccc2C1)c1nc2nonc2nc1N1CCOCC1,-8.3,12.7&-1.4,-4.8&-6.0
Cc1cc(Oc2ccccc2F)nc(SCc2ccccc2C#N)n1,-3.2,4.2,-2.7
Nc1ncnc2c1ncn2C1CCCO1 (stereo unspecified),-0.8,1.4,14.3
CCS(=O)(=O)c1ccccc1C(=O)N(Cc1ccccn1)c1nc2c(C)cccc2s1,-0.7,-5.5,-0.1
O=C(NCCC1=CCCCC1)C1CCC(=O)N(Cc2ccc(Cl)cc2)C1 (stereo unspecified),.,6.5,-4.1
COc1ccc(C(=O)Nc2ccnn2C2CCN(C(=O)C#Cc3ccccc3)CC2)cc1,.,11.0,-3.3
COc1cccc(-c2nn(-c3ccccc3)cc2CN2CCN(c3ccc(O)cc3)CC2)c1,-11.3,12.2,-5.7

mol,mcGAS inh,NPYLR7 agonist,hcGAS lum
CCCCNC(=O)CSc1nc(C)c(C(=O)OCC)cc1C#N,-5.5,1.3,-2.1
Cc1cc(CN2C(=O)c3cnc(C(C)(C)C)nc3C[C@H]2C)no1,.,23.7,-9.1
COc1cccc2cc(-c3csc(Nc4cc(C(F)(F)F)ccc4Cl)n3)c(=O)oc12,-4.1,-6.6,-5.9
COc1ccc(-n2cc(-c3ccccc3)c3c(Cl)ncnc32)cc1,-8.8,-4.4,-4.3
CCCn1cc(C(=O)N(C)Cc2ccc(C)o2)c(C)n1,-10.9,.,1.0
c1ccc(-n2nnc3c(N4CCNCC4)ncnc32)cc1,.,-4.2,0.0
CC(C)Oc1nc(-c2ccc(C(F)(F)F)cc2)n(-c2ccc(NC(=O)c3ccc(Cl)cc3)cc2)n1,-6.9,.,1.2
Cc1sc2nc(CN3CCOCC3)[nH]c(=O)c2c1C,-4.9,1.6,-6.6

mol,mcGAS inh,NPYLR7 agonist,hcGAS lum
O=C1c2c(O)cc(O)cc2OC(c2ccc(O)c(O)c2)C1O (stereo unspecified),-2.5&-0.4,0.6&0.6,-4.8&5.9
O=c1c2ccccc2cnn1-c1ccc2ccccc2c1,-2.0,2.5,6.6
COc1ccccc1/C=C/C1=NC(=C\c2ccc(C(C)C)cc2)/C(=O)O1,.,2.2,-5.0
CC(CCC(C)(C)C)NC(=O)N1CCS(=O)(=O)CC1 (stereo unspecified),1.9,-1.9,-4.6
CCN(CC)C(=O)CN1CCCCC1c1nc2ccc(F)cc2[nH]1 (stereo unspecified),.,-4.2,1.8
Cc1nc2c(c(N(C)C)n1)CCN(C(=O)c1cc(-c3ccccc3O)n[nH]1)C2,.,-1.3,-7.9
Cc1c(C(=O)O)sc2ncnc(NC(c3nccn3C)C(C)C)c12 (stereo unspecified),.,11.7,-1.1
CCCN1CCC(C(=O)NC(C)c2ccc(OC)c(OC)c2)CC1 (stereo unspecified),-3.2,29.1,-4.4

mol,mcGAS inh,NPYLR7 agonist,hcGAS lum
Cc1cnc2n(c1=O)C(CC(=O)Nc1ccccn1)CS2 (stereo unspecified),.,-0.7,0.2
Cc1cc(C(=O)O)c(C)s1,.,2.4,1.3
Cc1cc(C(=O)N2CCN(C)C3(CCC(=O)N(CC4CC4)CC3)C2)n[nH]1 (stereo unspecified),-6.3,.,-13.0
O=C(CSc1ccc(NC(=O)c2ccccc2)nn1)NCC1CCCO1 (stereo unspecified),-11.0,1.5,-8.0
CSCCn1c(=NC(=O)c2ccnn2C)sc2cc(C)c(C)cc21,-10.8,.,-5.2
Cc1ccc(N2C(=O)CSC2c2ccc(NS(=O)(=O)c3ccc(Cl)cc3)cc2)cc1C (stereo unspecified),-3.3,0.2,-1.1
CCOc1ccc(C(=O)NC(C(=O)N2CCN(CC(=O)N(C)C)CC2)C(C)C)cc1 (stereo unspecified),-5.8,1.8,-7.8
CCCCN(C)C(=O)c1sc(=O)n(Cc2ccc(F)c(Cl)c2)c1C,.,9.0,-3.5

mol,mcGAS inh,NPYLR7 agonist,hcGAS lum
N#Cc1ccccc1C(=O)N1CCOC(Cc2ccccc2)C1 (stereo unspecified),-4.4,4.5,-4.4
O=C(NCCCN1CCCC1=O)c1c(O)nc2sccn2c1=O,-7.6,-0.9,-8.6
CC1=NN(c2cccc(C(=O)O)c2)C(=O)/C1=C\c1ccc(-c2cccc(C(=O)O)c2)o1,26.0,-7.2,1.6
CCc1ccsc1C(=O)N1CC[C@@H](O)C1,.,-3.2,2.0
CN(Cc1cc2c(cc1Br)OCCO2)S(=O)(=O)c1cccs1,.,0.3,-5.1
CCOC(=O)c1c(N)sc(C(=O)Nc2ccccc2F)c1C,-7.5,1.6,-13.1
O=C(O)c1nn2c(c1Br)NC(c1cccs1)CC2C(F)(F)F (stereo unspecified),-1.5,5.1,-2.4
COc1cc2c(cc1-c1nccn1Cc1ccc(S(N)(=O)=O)cc1)CCC2,-16.5,9.9,-6.8

mol,mcGAS inh,NPYLR7 agonist,hcGAS lum
CCOc1cc2c(cc1/C=C/c1n[nH]c(=O)c(C#N)c1C)OC(C)C2 (stereo unspecified),.,8.3&6.2,-7.8&-19.2
O=C(c1cc(F)cc(F)c1)N1CCN(S(=O)(=O)c2ccc3c(c2)OCCCO3)CC1,.,3.9,-3.4
CCC(NC(=O)C1(C)CC1(Br)Br)c1ccc(C)cc1 (stereo unspecified),.,5.4,-7.7
CC(=O)Nc1ccc2c(c1)CCCC2=O,-1.0,3.8,7.5
CCOC(=O)C1=C(C)NC(C)=C(C(=O)OCC)C1,-3.0,7.1,-6.8
CSc1ccccc1NC(=O)CCC(=O)N1C[C@H](OC(C)C)[C@@H](O)C1,-17.1,19.5,-5.6
CCCn1c(N)c(C(=O)CSc2nncn2C)c(=O)[nH]c1=O,.,10.7,-4.8
c1ccc(C2CCCN2Cc2nc(-c3ccc4c(c3)OCO4)no2)nc1 (stereo unspecified),.,-4.8&-1.8,-2.6&2.1

mol,mcGAS inh,NPYLR7 agonist,hcGAS lum
Cc1ccc(NC(c2ccc(F)c(F)c2)P(=O)(O)O)cc1 (stereo unspecified),.,4.0,-2.7
CCOCCCn1c(SCc2c(F)c(F)c(F)c(F)c2F)nc2cc(S(=O)(=O)N3CCOCC3)ccc21,-4.1,13.8,-10.4
COc1ccc(-n2c(Cc3cccnc3)n[nH]c2=O)c(C)c1,-20.0,3.2,-2.7
NC(=O)C1CCN(c2nc3cc(C(F)(F)F)ccc3s2)C1 (stereo unspecified),.,-16.5,-7.1
CC(CC#N)N(C)C(=O)c1cnc(OCC(F)(F)F)c(Cl)c1 (stereo unspecified),.,3.3,-17.7
O=S(=O)(Nc1ccccc1Oc1ccccc1)c1cccnc1Cl,.,-4.0,-6.0
OCc1csc(COc2ccc(Cl)cc2CNCCN2CCCCC2)n1,.,4.8,0.0
O=C(COCc1ccccc1)N1CCCN(c2cc(Oc3ccc(F)c(Cl)c3)ncn2)CC1,-6.8,.,-9.4

mol,mcGAS inh,NPYLR7 agonist,hcGAS lum
COCCNC(=O)C(NC(=O)c1ccc(OC)cc1)C1CCN(C(=O)Cc2ccccc2)CC1 (stereo unspecified),-5.6,8.9,-5.6
O=C(NCc1ccco1)C1CCN(Cc2csc3c(F)cccc23)CC1,.,10.8,-6.1
Cc1ccc(-c2cc(=O)c3cc(Cl)cc(Cl)c3o2)cc1,.,3.4,-1.4
CC(=O)OCc1ccc(/C=C2\C(=O)N(c3ccc(Cl)cc3C)C(=S)N2C)o1,-6.2,25.1,-3.2
CC(Oc1ccc(C23CC4CC(CC(C4)C2)C3)cc1)C(=O)OCC(N)=O (stereo unspecified),1.1,4.5,9.3
CC1CCN(S(=O)(=O)c2ccc3[nH]cc(C(=O)O)c(=O)c3c2)CC1,-4.3,2.9,-4.6
O=C(Nc1nn(Cc2c(F)cccc2Cl)cc1Br)C1CCCO1 (stereo unspecified),.,-0.2,-4.8
CCOC(CC)C(=O)C(C#N)C(=O)Nc1ccc(Cl)cc1Cl (stereo unspecified),-5.0,13.0,-6.2

Structures from the list above containing a CF3 group:
mol,mcGAS inh,NPYLR7 agonist,hcGAS lum
COc1cccc2cc(-c3csc(Nc4cc(C(F)(F)F)ccc4Cl)n3)c(=O)oc12,-4.1,-6.6,-5.9
CC(C)Oc1nc(-c2ccc(C(F)(F)F)cc2)n(-c2ccc(NC(=O)c3ccc(Cl)cc3)cc2)n1,-6.9,.,1.2
O=C(O)c1nn2c(c1Br)NC(c1cccs1)CC2C(F)(F)F (stereo unspecified),-1.5,5.1,-2.4
NC(=O)C1CCN(c2nc3cc(C(F)(F)F)ccc3s2)C1 (stereo unspecified),.,-16.5,-7.1
CC(CC#N)N(C)C(=O)c1cnc(OCC(F)(F)F)c(Cl)c1 (stereo unspecified),.,3.3,-17.7

Further results follow.
mol,mcGAS inh,NPYLR7 agonist,hcGAS lum
COc1ccc(OC)c(NC(=O)Cn2c(=O)n(Cc3ccco3)c(=O)c3sc4ccccc4c32)c1,-8.2,1.6,-6.0
COc1cc(OC)cc(-c2nnc(SCc3ccc(Cl)cc3Cl)n2C2CCCCC2)c1,-6.6,2.8,-2.8
CCOc1nc(-c2ccc(Cl)c(Cl)c2)n(-c2ccc(NC(=O)c3cccc(OC)c3)cc2)n1,-4.4,9.9,-1.9
O=C(NC1CCCCC1)c1nnc2n1CCN(Cc1cccc(O)c1)C2,.,6.6,-8.0
O=C(c1c(F)cccc1F)N(Cc1nc2cc(Cl)ccc2o1)C1CC1,-6.9,5.4,-8.0
Cc1ccc(OCc2ccc(-c3nc(C#N)c(NC4CC4)o3)o2)cc1,-0.7,-1.2,2.0
COc1ccc2[nH]c(C(=O)N3CCCC3c3nccs3)c(C)c2c1 (stereo unspecified),-16.1,11.2,-2.2
FC(F)(F)c1ccc(Cn2ccnc2CNC2CCCCC2)cc1,-3.5,-9.9,-2.9

mol,mcGAS inh,NPYLR7 agonist,hcGAS lum
CC(C)(C)NC(=O)C1CC(=O)OC12CCOC(C)(C)C2 (stereo unspecified),-2.6,20.1,-12.0
COC(=O)c1ccc(CNc2ccc(-c3nc(C(C)C)no3)cn2)cc1,.,17.4,-2.4
Cc1csc(C2NC(=O)c3c(Cl)cccc3N2)n1 (stereo unspecified),.,-1.3,-2.0
COCC(NC(=O)c1cccc(CC2CCNCC2)c1)c1ccnn1C (stereo unspecified),.,-4.0,-6.7
CC(=O)c1cn(C(C)C(=O)N2CCc3c(nc[nH]c3=O)C2)c2ccccc12 (stereo unspecified),.,17.7,-8.2
C(=C\c1nc(-c2cccnc2)no1)/c1ccccc1,-3.1,9.7,-7.2
CCOC(=O)c1cccc(NC(=O)N[C@@H]2C[C@@H]3C[C@H]([C@H]2C)C3(C)C)c1,-4.4,-3.1,-5.3
CCN(Cc1cnc(-c2ccco2)nc1)CC1CCOCC1,-10.9,.,-13.0

mol,mcGAS inh,NPYLR7 agonist,hcGAS lum
CC(C)c1nc(CNc2nncc(-c3cccc(F)c3)n2)cs1,.,4.0,-6.5
COc1ccc(CCCNC(=O)C2(C)Cc3c(-c4ccc(C(N)=O)cc4)ccnc3O2)cc1 (stereo unspecified),-7.8,-15.3,-4.8
N#CC(=C(O)CSc1nc2ccccc2o1)c1nc2ccccc2[nH]1,.,-1.8,-4.6
C=CCOc1ccc(Br)cc1/C=C(\C#N)c1nn(-c2ccccc2)c(N)c1C#N,.,-1.7,-7.9
Cc1[nH]ncc1C(=O)NC1CC(C)(C)Cc2c1cnn2-c1ccc(F)cc1 (stereo unspecified),-10.8,.,-7.1
CCCc1nc(N2CCCN(C(=O)c3ccccc3Br)CC2)c2c(C)nn(-c3ccccc3)c2n1,-4.6,4.5,-2.6
CCC(C)N(Cc1ccc(OS(=O)(=O)c2cccc(C(F)(F)F)c2)cc1)C(=O)c1ccc2c(c1)OCO2 (stereo unspecified),-4.6,.,-2.1
Cc1ccc(Sc2ccc(C3NCCc4[nH]cnc43)o2)cc1 (stereo unspecified),-5.7,12.3,-0.8

Brought forward from above: three entries, followed by the next part.
mol,mcGAS inh,NPYLR7 agonist,hcGAS lum
CCCc1nc(N2CCCN(C(=O)c3ccccc3Br)CC2)c2c(C)nn(-c3ccccc3)c2n1,-4.6,4.5,-2.6
CCC(C)N(Cc1ccc(OS(=O)(=O)c2cccc(C(F)(F)F)c2)cc1)C(=O)c1ccc2c(c1)OCO2 (stereo unspecified),-4.6,.,-2.1
Cc1ccc(Sc2ccc(C3NCCc4[nH]cnc43)o2)cc1 (stereo unspecified),-5.7,12.3,-0.8
O=C(NCC(=O)N1CCCC1)c1ccc(-c2ccc(F)cc2)cc1F,.,7.6,-8.1
COCC(=O)Nc1c2c(nn1CC(=O)NCc1ccco1)CSC2,-5.3,-1.5,-9.4
CC(=O)Nc1c2c(nn1CC(=O)NCc1ccccc1)CSC2,-7.0,-4.3,-5.0
CN(Cc1csc(-c2cccs2)n1)Cc1ncccc1C(=O)O,-11.9,-3.9,-5.5
N#Cc1c(-n2ncnc2-c2ccc3c(c2)OCO3)sc2c1CCCC2,.,3.4,11.5
Cc1ccc(CN(Cc2ccc(C(O)(c3ccccc3)c3ccccc3)o2)C2CC2)o1,-3.6,11.2,-4.0
CC(C)SC(NC(=O)OCc1ccccc1)C(=O)N1CCCCC1 (stereo unspecified),.,-9.5,1.3
COc1cccc(C(=O)N2C(C(=O)N3CCOCC3)COC23CCC(C)CC3)c1 (stereo unspecified),-3.3,-1.7,-2.7

mol,mcGAS inh,NPYLR7 agonist,hcGAS lum
O=C(NCc1cccs1)C1CC1,.,12.6,-0.1
CC(C)Cc1nc(CN2CC[C@H]3[C@H](C2)OCc2cnnn23)no1,-4.2,.,-7.1
COc1ccccc1CSc1nccnc1C#N,-15.3,1.8,-15.3
NC(=O)c1ccc(NCc2nccn2CC(F)(F)F)cc1F,.,5.0,-6.6
Cc1csc2nc(CSc3ncn[nH]3)cc(=O)n12,-4.6,-0.2,-7.5
COc1ccccc1CCNC(=O)c1cncn1-c1cccc(-c2cccc(OC(F)(F)F)c2)c1,-7.3,2.1,-4.3
